PMI act satM6P – increases human PMI activity with near-saturating mannose 6-phosphate | activation factor at 20 µM | P34949 | coupled PMI enzyme assay, resazurin fluorescence, 20 min; active compounds read high; 1 = untreated enzyme, 0 = substrate-free blank | 190,000 tested, 0.34% active;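 active = activation factor of 2 or more at 20 µM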
Target sequence (P34949 whole entry, looked up): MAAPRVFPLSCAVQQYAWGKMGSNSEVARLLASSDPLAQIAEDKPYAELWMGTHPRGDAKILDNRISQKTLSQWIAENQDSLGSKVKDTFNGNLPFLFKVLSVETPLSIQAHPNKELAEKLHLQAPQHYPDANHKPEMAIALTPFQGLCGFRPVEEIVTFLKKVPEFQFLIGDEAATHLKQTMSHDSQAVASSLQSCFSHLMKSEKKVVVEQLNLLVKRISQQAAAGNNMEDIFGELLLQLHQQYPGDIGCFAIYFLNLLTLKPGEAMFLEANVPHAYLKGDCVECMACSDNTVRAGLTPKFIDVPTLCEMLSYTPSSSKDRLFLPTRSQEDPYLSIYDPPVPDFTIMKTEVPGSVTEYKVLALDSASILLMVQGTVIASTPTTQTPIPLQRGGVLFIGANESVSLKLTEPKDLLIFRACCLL
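Test system: human phosphomannose isomerase with PGI, G6PDH, diaphorase coupling enzymes; amount: 15 ng/mL PMI; incubation: enzyme reaction with compound 20 min at room temperature; technique: resorufin fluorescence (Ex 544/Em 590 nm) from resazurin via diaphorase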
Hsp70 act – transcriptional activators of Hsp70 | activation, % at 10 µM | HeLa Hsp70 promoter luciferase reporter, luminescence; scaled: vehicle 0, proteasome-inhibitor control 100% | 200,000 tested, 0.04% active | AID 1203;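 active = activation above the mean across all tested compounds plus 3 SD, cutoff set per campaign, cut at about 5.5% in these data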;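 note: 100% = MG132 at 30 µM as the positive control and 0% = DMSO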
Diaphorase act – counter-screen for diaphorase-based assays: diaphorase activators and chemical reducers; Diaphorase/resazurin coupled assay, resorufin fluorescence, 16 min; active compounds read high; 1 = vehicle wells, 0 = NADH-free wells; activation factor at 20 µM; 190,000 tested, 0.005% active;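 active = diaphorase activity raised at least twofold by the compound at 20 µM; inactive = activation factor below 2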
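Material: Purified diaphorase enzyme from Clostridium kluyveri | Buffer or medium: 50 mM HEPES pH 7.4 with 4.542 mM MgCl2, 0.005% Tween 20 | Times: 16 min enzyme reaction, ambient temperature | Signal: Red resorufin fluorescence at 544/590 nm excitation/emission | Measure: Increased resorufin signal from activators or reducing compounds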
Redox H2O2 prof – compounds producing H2O2 with reducing agent – biochemical, NIH compound library profiling, artefact control for MLSCN library redox annotation, primary screen; activation, % at 10 µM; AID 878; 200,000 tested, 0.03% active; DTT-dependent redox cycling H2O2, phenol red/HRP absorbance; 100% = 100 µM peroxide control, 0% = buffer;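 active = activation of at least 50% relative to the plate's high and low controls in the primary single-dose screen; inactive = activation below 50%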;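 note: compound incubated with DTT at 0.8 mM final as the reducing agent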
RAM network inh – blocks the yeast RAM network; S. cerevisiae dse1pr::URA3 reporter, 5-FOA growth OD615, 2 d; analog-sensitive cbk1-as2 kinase mutant strain; inhibition, % at 50 µM; 190,000 tested, 1.8% active;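 active = inhibition above a set limit, 3 SD over mean compound inhibition, cut at about 8.4% in these data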;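 note: 0% = DMSO-only wells with no growth and 100% = 10 µM 1-NA-PP1 full growth; inhibition rescues growth on 5-FOA so higher OD means more RAM inhibition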
S1P3 antagonist – S1P3 (human) receptor antagonism. CHO S1P3 NFAT-BLA reporter, FRET fluorescence, antagonist mode. inhibition, % at 4.98 µM. 170,000 tested, 0.27% active;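 active = inhibition above the plate cutoff, the mean inhibition of test wells on that plate plus 3 SD, cut at about 28% in these data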;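 note: cells challenged with S1P at its EC80 of 0.8 µM; blue over green emission ratio from cleaved BLA substrate after 4 h stimulation; 0% = S1P-stimulated wells and 100% = unstimulated DMSO-only wells; some compounds past the cut are filed as inactive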
Target sequence (Q99500 whole entry, looked up): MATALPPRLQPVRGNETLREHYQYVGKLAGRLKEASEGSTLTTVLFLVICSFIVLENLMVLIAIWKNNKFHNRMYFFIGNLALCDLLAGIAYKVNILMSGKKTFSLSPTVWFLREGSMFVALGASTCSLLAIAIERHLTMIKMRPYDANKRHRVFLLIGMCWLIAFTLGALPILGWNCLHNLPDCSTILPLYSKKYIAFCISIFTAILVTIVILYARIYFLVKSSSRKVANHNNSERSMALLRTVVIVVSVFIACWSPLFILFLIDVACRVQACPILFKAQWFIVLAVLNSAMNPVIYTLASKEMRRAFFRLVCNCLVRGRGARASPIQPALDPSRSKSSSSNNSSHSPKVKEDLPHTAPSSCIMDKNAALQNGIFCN
TLR4-MyD88 BLA – TLR4-MyD88 interaction inhibition in cells | O00206+Q99836 | HeLa CL3-4 TLR4/MyD88 BLA complementation, FRET ratio | inhibition, % at 8.4 µM | 200,000 tested, 0.18% active | AID 861; in the data active = inhibition above about 25%;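 note: 0% = vehicle and 100% = reference inhibitor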
Diaph inh CS – diaphorase inhibition or chemical oxidation counter-screen; AID 1217; inhibition, % at 20 µM; diaphorase resazurin-to-resorufin fluorescence, NADH, 16 min; bacterial (C. kluyveri) enzyme, not human; 190,000 tested, 0.69% active;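 active = primary screen inhibition at 20 µM above a set limit, cut at about 50% in these data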;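 note: plate controls were DMSO with full reaction for no effect and wells lacking NADH for full effect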
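Benchmarks: positive control wells lacking NADH, neutral wells with DMSO only. System: bacterial diaphorase enzyme (C. kluyveri). Input: 0.14 U/mL diaphorase, enzyme working solution. Detection: resorufin fluorescence, excitation 544 nm, emission 590 nm. Times: 16-min room-temperature incubation before reading.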
PMI act – increases human mannose-6-phosphate isomerase activity | 190,000 tested, 0.005% active | activation factor at 20 µM | purified human PMI, coupled resazurin fluorescence, 20 min; active compounds read high; 1 = vehicle control, 0 substrate-free wells | P34949;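 active = activation factor of 2 or more at 20 µM, relative to plate controls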
Lmaj promast – reduces viability of Leishmania major promastigotes | resazurin fluorescence viability | inhibition, % at 10 µM | 200,000 tested, 9% active | AID 1063;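 note: promastigotes grown with compound for 44 hours at 28 °C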
G6PDH counter – inhibits Leuconostoc G6PDH, flagging false hits in G6PDH-based assays. Purified L. mesenteroides G6PDH, diaphorase/resazurin coupled fluorescence, 45 min. inhibition, % at 5 µM. 200,000 tested, 0.12% active
The depositor's hits bear a star; nt = not tested or not shown. Cut-off read from the data, not from the text of the source, unless noted: active = inhibition above about 50%; inactive = the rest.

Start of the listing, in advance:
SMILES | PMI act satM6P | Hsp70 act | Diaphorase act | Redox H2O2 prof | RAM network inh | S1P3 antagonist | TLR4-MyD88 BLA | Diaph inh CS | PMI act | Lmaj promast | G6PDH counter
CCCCn1ccnc1C(=O)c1cccc(S(=O)(=O)N2CC(C)CC(C)C2)c1 (stereo not drawn) | 1 | -0.5 | 0.9 | 0.0 | 8.7* | nt | 16 | 12 | 0.9 | -1 | 6
CCc1c(-c2ccccc2)nc(N)c(C#N)c1-c1cccs1 | 0.9 | 0.1 | 0.7 | 0.6 | 2.2 | nt | -3 | 28 | 0.8 | 11 | 0
Cc1nnsc1S(=O)(=O)Cc1ccccc1C(F)(F)F | 0.9 | -0.2 | 0.9 | -0.1 | -0.1 | 7 | 8 | 14 | 1 | -3 | -2
COc1ccc(NC(=O)NC(C(F)(F)F)C(F)(F)F)cc1 | 1 | -0.6 | 0.9 | -0.5 | 1.5 | -69 | 12 | 9 | 1 | -2 | 9
COc1ccc(S(=O)(=O)NNC(N)=S)cc1 | 1.1 | 0.4 | 0.9 | -2.2 | 3.6 | -12 | 7 | 6 | 1.1 | 1 | -2
O=C(c1ccco1)N1CCN(Cc2nc(Cc3ccccc3)no2)CC1 | 1 | 0.8 | 1.1 | -0.3 | -0.5 | -12 | -1 | -6 | 1 | -4 | 9
Cc1nn2cnc3sc4c(c3c2nc1=O)CCCC4 | 1 | 0.1 | 1 | 1.3 | 0.0 | nt | -6 | 4 | 1 | 8 | 2
Cc1csc(NC(=O)C2CCCN2C(=O)Oc2ccccc2)n1 (stereo not drawn) | 0.9 | -0.2 | 0.9 | 0.3 | 0.1 | 0 | -2 | 13 | 0.9 | -8 | 3
Cc1ccc(C2SCC(C(=O)O)N2C(=O)c2ccc(F)cc2)cc1 (stereo not drawn) | 1.1 | 0.6 | 0.9 | -0.6 | 0.8 | -5 | -1 | 6 | 1.1 | -4 | -5
O=C(COc1ccccc1)Nc1nc(-c2cccs2)cs1 | 0.9 | -0.2 | 0.7 | 0.0 | 0.8 | -6 | 9 | 28 | 0.9 | -7 | -3

Main list, from the first entry:
SMILES | PMI act satM6P | Hsp70 act | Diaphorase act | Redox H2O2 prof | RAM network inh | S1P3 antagonist | TLR4-MyD88 BLA | Diaph inh CS | PMI act | Lmaj promast | G6PDH counter
CCCCn1ccnc1C(=O)c1cccc(S(=O)(=O)N2CC(C)CC(C)C2)c1 (stereo not drawn) | 1 | -0.5 | 0.9 | 0.0 | 8.7* | nt | 16 | 12 | 0.9 | -1 | 6
CCc1c(-c2ccccc2)nc(N)c(C#N)c1-c1cccs1 | 0.9 | 0.1 | 0.7 | 0.6 | 2.2 | nt | -3 | 28 | 0.8 | 11 | 0
Cc1nnsc1S(=O)(=O)Cc1ccccc1C(F)(F)F | 0.9 | -0.2 | 0.9 | -0.1 | -0.1 | 7 | 8 | 14 | 1 | -3 | -2
COc1ccc(NC(=O)NC(C(F)(F)F)C(F)(F)F)cc1 | 1 | -0.6 | 0.9 | -0.5 | 1.5 | -69 | 12 | 9 | 1 | -2 | 9
COc1ccc(S(=O)(=O)NNC(N)=S)cc1 | 1.1 | 0.4 | 0.9 | -2.2 | 3.6 | -12 | 7 | 6 | 1.1 | 1 | -2
O=C(c1ccco1)N1CCN(Cc2nc(Cc3ccccc3)no2)CC1 | 1 | 0.8 | 1.1 | -0.3 | -0.5 | -12 | -1 | -6 | 1 | -4 | 9
Cc1nn2cnc3sc4c(c3c2nc1=O)CCCC4 | 1 | 0.1 | 1 | 1.3 | 0.0 | nt | -6 | 4 | 1 | 8 | 2
Cc1csc(NC(=O)C2CCCN2C(=O)Oc2ccccc2)n1 (stereo not drawn) | 0.9 | -0.2 | 0.9 | 0.3 | 0.1 | 0 | -2 | 13 | 0.9 | -8 | 3
Cc1ccc(C2SCC(C(=O)O)N2C(=O)c2ccc(F)cc2)cc1 (stereo not drawn) | 1.1 | 0.6 | 0.9 | -0.6 | 0.8 | -5 | -1 | 6 | 1.1 | -4 | -5
O=C(COc1ccccc1)Nc1nc(-c2cccs2)cs1 | 0.9 | -0.2 | 0.7 | 0.0 | 0.8 | -6 | 9 | 28 | 0.9 | -7 | -3
Cc1ccc(C)c2[nH]c(=O)c(CCNC(=O)CC(C)C)cc12 | 0.9 | -0.4 | 0.8 | -0.3 | 1.7 | -4 | 10 | 19 | 0.9 | -5 | 4
O=c1cc(Nc2ccc3c(c2)OCCO3)[nH]c(=O)n1Cc1ccc(F)cc1 | 0.6 | 1.0 | 0.8 | 2.0 | 4.3 | -60 | -1 | 23 | 0.8 | -5 | 7
COC(=O)CCN(C)CCC(=O)OC | 1 | -0.4 | 0.9 | -0.5 | 0.4 | -3 | -8 | 8 | 1 | -2 | -6
Cc1c(-c2cc(C(=O)O)on2)cnn1C | 1.2 | -0.1 | 1 | -0.4 | 1.9 | -11 | 12 | -1 | 1.4 | -9 | 11
NC(=S)NNC(=O)/C(=C/c1ccc(Br)cc1)NC(=O)c1ccccc1 | 1 | -0.2 | 0.9 | 0.3 | 1.4 | -5 | -8 | 11 | 1 | -7 | 6
COc1cc(NC(=O)c2nccnc2C(=O)O)cc(OC)c1 | 0.8 | -0.3 | 0.8 | -0.1 | 3.2 | -22 | -4 | 19 | 0.8 | 10 | -6
C=CCn1c(SCC(=O)NCCCC(=O)OCC)nc2scc(-c3ccco3)c2c1=O | 1 | 0.0 | 0.9 | 0.2 | 3.7 | -22 | -7 | 9 | 1 | 0 | -2
CC(NS(=O)(=O)c1ccc(Cl)cc1)C(c1cccs1)N1CCN(C)CC1 (stereo not drawn) | 1.1 | -0.2 | 0.9 | 0.6 | -0.4 | nt | 16 | 6 | 1.1 | 5 | 5
C/C(=N/OCO/N=C(\C)c1ccccc1)c1ccccc1 | 0.9 | -0.2 | 0.8 | 0.2 | 0.6 | -6 | 3 | 15 | 0.8 | -6 | -5
N/C(=N\OC(=O)Cc1ccc([N+](=O)[O-])cc1)c1cccc(Br)c1 | 0.9 | 0.1 | 0.8 | -0.8 | 3.4 | -5 | 9 | 22 | 0.9 | 4 | 15
O=C(Nc1ccccc1)c1ccccc1CCc1ccccc1 | 1 | -0.3 | 0.9 | -3.6 | 2.8 | nt | 0 | 13 | 1.1 | -1 | 7
CC(=O)OC(C(=O)NC1CCCCC1)c1ccccc1 (stereo not drawn) | 1.1 | -0.3 | 1 | 1.3 | 1.0 | -31 | 4 | 1 | 1 | 6 | 2
CCOC(=O)C1CCN(Cc2ccc(F)cc2)CC1 | 1.1 | -0.3 | 0.9 | 1.3 | 1.5 | -22 | 2 | 6 | 1.1 | 89* | 2
C/C(=C\C(=O)c1ccccc1)Nc1ccc(N2CCOCC2)cc1 | 1 | -0.3 | 0.8 | 1.1 | 0.1 | nt | -4 | 18 | 0.9 | 1 | -6
C(=N\Nc1nc2ccccc2[nH]1)/c1ccc2c(c1)OCO2 | 1 | -0.3 | 1.1 | -0.7 | 0.6 | 0 | 0 | -9 | 1 | 96* | -7

Looked up by structure from the list above (2):
SMILES | PMI act satM6P | Hsp70 act | Diaphorase act | Redox H2O2 prof | RAM network inh | S1P3 antagonist | TLR4-MyD88 BLA | Diaph inh CS | PMI act | Lmaj promast | G6PDH counter
Cc1ccc(C)c2[nH]c(=O)c(CCNC(=O)CC(C)C)cc12 | 0.9 | -0.4 | 0.8 | -0.3 | 1.7 | -4 | 10 | 19 | 0.9 | -5 | 4
O=C(COc1ccccc1)Nc1nc(-c2cccs2)cs1 | 0.9 | -0.2 | 0.7 | 0.0 | 0.8 | -6 | 9 | 28 | 0.9 | -7 | -3

(more compounds)
SMILES | PMI act satM6P | Hsp70 act | Diaphorase act | Redox H2O2 prof | RAM network inh | S1P3 antagonist | TLR4-MyD88 BLA | Diaph inh CS | PMI act | Lmaj promast | G6PDH counter
O=C1CCC(=O)N1CCC(c1ccc(F)cc1)c1ccco1 (stereo not drawn) | 1 | -0.4 | 0.9 | -1.1 | 0.4 | 9 | 6 | 10 | 0.9 | 2 | 2
COC(=O)c1ccc(CSc2nnc(NC(=O)C3CCCO3)s2)cc1 (stereo not drawn) | 1 | -0.4 | 0.9 | -0.9 | 3.2 | nt | 15 | 15 | 0.9 | -5 | 1
Clc1nc(Nc2ccc(N3CCOCC3)cc2)c2ccccc2n1 | 1.1 | -0.3 | 1.2 | -0.7 | 2.2 | 13 | 6 | -16 | 1 | 19 | 5
O=[N+]([O-])c1cc(CN2CCN(c3ccccc3)CC2)c(O)c2ncccc12 | 0.6 | -0.5 | 0.9 | -0.1 | -0.8 | 16 | -8 | 10 | 1 | 100* | 62*
CCOc1ccc(C(=O)NC2=NCCS2)cc1 | 1.1 | 0.2 | 1.1 | -0.6 | 2.3 | -7 | -17 | -15 | 1.1 | -2 | 2
CCOC(=O)C(NC(C)=O)C(=O)Nc1ccc(C(C)(C)C)cc1 (stereo not drawn) | 1.1 | -0.4 | 1 | -1.5 | 1.6 | -12 | 4 | -3 | 1.1 | 2 | 0
Cc1onc(-c2c(F)cccc2Cl)c1C(=O)Nc1cccc(Cn2cccn2)c1 | 1 | -0.3 | 1 | 0.8 | 3.0 | 0 | -2 | -2 | 0.9 | 63* | 10
CC(C)c1ccc(NC(=O)CSc2ncccc2C(=O)Oc2cccc([N+](=O)[O-])c2)cc1 | 0.8 | -0.2 | 0.9 | -0.1 | 3.8 | -6 | 2 | 10 | 0.8 | -4 | 10
COC(=O)C1=NNCC12CC(=O)N(c1ccc(Br)cc1)C2=O (stereo not drawn) | 0.9 | -0.4 | 0.8 | -0.5 | 2.1 | 9 | -6 | 16 | 1 | -4 | 5
CCOc1ccccc1NC(=O)[C@@H](NC(=O)c1cccc(S(=O)(=O)N2CCOCC2)c1)C(C)C | 1 | -0.3 | 1 | -2.0 | 2.0 | 16 | -9 | 0 | 1 | 2 | 5

Source: PubChem BioAssay

Rows are unselected (roughly 12% active in at least one column).
